TexasRed fluor – counter-screen for TRb-SRC2 inhibitors: fluorescence interference; TRb/SRC2 Texas Red total fluorescence interference; Potency, µM (doses to about 106 µM), without a hit: at the top dose fluorescence change, negative = quenching; hit rate 0.29% among 280,000; AID 1479; active = well fitted curve in either direction with a large enough effect; inconclusive = small, poorly fitted or top-dose-only effect
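Human TRb ligand-binding domain at 0.6 uM with 20 nM Texas Red SRC2 peptide in Tris buffer containing 1 uM T3 and 5% DMSO, incubated with compound 5 h at ambient temperature. Total fluorescence (555/632 nm) calculated as parallel + 2 × perpendicular.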
Tau FP inhib – tau fibrillization inhibition (FP) | P10636 | K18 P301L tau heparin fibrillization, Alexa594 FP, 6 h | Potency, µM (titrated, usually from 57.7 µM), inactives show at the top dose activity, negative = inhibition, hits mostly inhibitors | hit rate 0.39% among 280,000 | AID 1468; note: nearly all actives have a fitted effect of over 55% in size
Target sequence (P10636 561-689 P618L limits assumed): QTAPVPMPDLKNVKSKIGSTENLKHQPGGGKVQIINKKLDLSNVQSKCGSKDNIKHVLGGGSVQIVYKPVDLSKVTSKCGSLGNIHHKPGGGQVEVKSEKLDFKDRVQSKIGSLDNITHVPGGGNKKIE
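Recombinant K18 P301L […], labeled with Alexa 594 at 0.24 uM over 15 uM unlabeled; heparin inducer 20 uM final; 37 C, 6 hr; FP endpoint.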
ALDH1A1 block – inhibitors of human aldehyde dehydrogenase 1A1 | Purified ALDH1A1, NADH fluorescence, propionaldehyde substrate | Potency, µM (titrated, usually from 75.3 µM), without a hit: top-dose activity, negative = inhibition, most hits filed as inhibitors | hit rate 7.3% among 220,000 | AID 1030 | P00352; active = well fitted inhibition curve with a large enough effect, not every such curve was filed as active; inconclusive = small, poorly fitted or top-dose-only effect, or another doubt; inactive = no such curve, though single readings can be large or run the other way;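 note: plate controls were no enzyme wells and a reference inhibitor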
Target sequence (P00352 whole entry, looked up): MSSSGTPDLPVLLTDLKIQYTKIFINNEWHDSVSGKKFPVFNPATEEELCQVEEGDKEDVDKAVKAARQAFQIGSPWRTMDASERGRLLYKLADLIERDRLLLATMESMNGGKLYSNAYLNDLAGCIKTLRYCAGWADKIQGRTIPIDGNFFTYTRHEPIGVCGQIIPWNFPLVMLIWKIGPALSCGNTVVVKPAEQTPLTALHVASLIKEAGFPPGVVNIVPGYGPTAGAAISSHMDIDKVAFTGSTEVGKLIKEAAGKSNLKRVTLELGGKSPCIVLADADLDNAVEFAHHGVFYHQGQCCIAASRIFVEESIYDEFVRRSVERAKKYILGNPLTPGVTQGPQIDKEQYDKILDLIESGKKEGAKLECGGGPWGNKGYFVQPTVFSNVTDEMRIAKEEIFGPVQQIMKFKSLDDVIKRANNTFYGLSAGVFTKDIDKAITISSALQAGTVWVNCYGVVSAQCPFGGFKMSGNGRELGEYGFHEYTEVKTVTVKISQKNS
Tau fluor counter – counter-screen for tau fibril formation inhibitors. tau K18 P301L Alexa594 fluorescence, heparin fibrillization. Potency, µM (top dose mostly 57.7 µM), without a hit: top-dose activity change, negative = decrease. hit rate 0.93% among 280,000; note: nearly all actives have a fitted effect of over 55% in size
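Human tau K18 P301L (15 uM unlabeled, 0.24 uM Alexa 594-labeled) in 100 mM sodium acetate pH 7 with 20 uM heparin, 6 hr at 37 C. ThT 30 uM added, 1 hr ambient; Alexa 594 FP and total fluorescence read at 555/632 nm.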
GLA spleen mod – inhibits or activates alpha-galactosidase in human spleen homogenate | human spleen homogenate, 4MU-alpha-Gal fluorescence, 40 min | Potency, µM (top dose mostly 80 µM), for the others: at the highest dose activity change, negative = inhibition, most hits filed as inhibitors | hit rate 0.008% among 240,000 | AID 2107;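 note: 0% = enzyme with vehicle and -100% = no enzyme basal signal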
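Spleen homogenate 1 ug + cpd (titration) + 4-MU-alpha-D-galactopyranoside 1 mM; 37C 40 min; 50 mM citrate/phosphate pH 5.0, 0.01% Tween-20; stop pH 10; fluorescence 365/440; AC50 via Hill.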
TRb-SRC2 inh – inhibitors of human thyroid hormone receptor beta-SRC2 interaction; Potency, µM (top dose mostly 106 µM), for inactives: at the top dose activity change, negative = inhibition, hits mostly inhibitors; hit rate 0.065% among 280,000; AID 1469; TRbeta-SRC2 peptide binding, fluorescence polarization; receptor liganded with 1 µM T3; P10828;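 note: plate controls were bound peptide for no effect and peptide without receptor for full effect; nearly all actives have a fitted effect of over 50% in size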
Target sequence (P10828 whole entry, looked up): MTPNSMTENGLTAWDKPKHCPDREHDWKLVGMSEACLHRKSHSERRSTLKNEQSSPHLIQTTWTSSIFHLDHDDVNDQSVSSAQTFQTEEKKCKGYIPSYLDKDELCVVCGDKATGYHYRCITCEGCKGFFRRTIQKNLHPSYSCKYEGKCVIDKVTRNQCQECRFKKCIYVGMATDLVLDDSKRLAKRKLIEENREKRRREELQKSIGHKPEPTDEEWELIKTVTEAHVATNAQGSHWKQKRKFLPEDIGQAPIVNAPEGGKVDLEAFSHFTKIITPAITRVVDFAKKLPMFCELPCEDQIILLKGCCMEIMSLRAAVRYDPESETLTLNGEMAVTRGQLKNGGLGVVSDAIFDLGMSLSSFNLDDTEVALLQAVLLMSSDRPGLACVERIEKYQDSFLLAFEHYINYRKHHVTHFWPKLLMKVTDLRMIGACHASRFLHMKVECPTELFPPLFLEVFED
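Fluorescence polarization of 20 nM Texas Red SRC2 peptide (20-aa NR interaction domain) bound to 0.6 uM human TRb ligand-binding domain, with 1 uM T3, after 5 hr at ambient temperature; inhibition seen as decreased polarization.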
Tau fibril ThT – tau fibrillization inhibition (ThT binding). P10636. recombinant tau K18 P301L (four-repeat tau fragment), heparin-induced fibrillization, ThT fluorescence. Potency, µM (top dose mostly 57.4 µM), inactives show top-dose activity, negative = inhibition, actives largely listed as inhibitors. hit rate 2.1% among 270,000; note: nearly all actives have a fitted effect of over 55% in size
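Tau K18 P301L fragment (15 uM unlabeled plus 0.24 uM Alexa 594-labeled) in 100 mM sodium acetate pH 7 with compound, fibrillization induced by 20 uM heparin for 6 hr at 37 C. Thioflavin T (30 uM) added, fluorescence read after 1 hr (ex 450, em 510 nm).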
L3MBTL1 block – inhibitors of human L3MBTL1. hit rate 0.66% among 230,000. Potency, µM (highest dose often 57.1 µM), for the others: at the top dose activity, negative = inhibition, most hits filed as inhibitors. AlphaScreen L3MBTL1–H3K9me1 peptide binding; note: nearly all actives have a fitted effect of over 60% in size
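Read-out is AlphaScreen signal from streptavidin donor and nickel chelate acceptor beads (10 ug/mL final each) bridging L3MBTL1 (50 nM) and biotinylated K9-monomethylated H3(1-15) peptide (75 nM), after 30 min compound exposure at room temperature.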
* marks the source's active call; other numbers are inactive results; ? = inconclusive; . = not tested or not shown; & = joins results of further samples; [ ] = remark or other dose. Unless noted, calls come from the whole dose curve; as a rule, active = well fitted curve in the direction sought with a large enough effect; inconclusive = small, poorly fitted or top-dose-only effect, or another doubt; inactive = no such curve, though single readings can be large; an effect the other way counts as inactive or inconclusive. Unless noted, % is set by controls: 0 for no effect and ±100 for the full control effect; potency is the fitted concentration of half-maximal effect.

SMILES | TexasRed fluor | Tau FP inhib | ALDH1A1 block | Tau fluor counter | GLA spleen mod | TRb-SRC2 inh | Tau fibril ThT | L3MBTL1 block
Cn1c(=O)[nH]c(=O)c2c1nc(Br)n2CCC(=O)c1ccccc1 | -0.1% | 0.0% | 3.55µM* | 0.1% | 0.9% | -0.5% | -11.9% | -4.5%
CC(c1ccccc1F)n1cc(C(=O)NCc2ccncc2)nn1 (stereo unspecified) | -0.2% | 4.9% | 0.1% | 0.9% | -12.9% | -10.0% | -0.8% | .
CCCc1cc(=O)[nH]c(SCC(=O)c2c[nH]c3ccccc23)n1 | -1.5% | 7.0% | 0.2% | -11.2% | 1.8% | -0.1% | -3.4% | 2.8%
CCOc1ccc(CCNC(=O)CN(C)S(=O)(=O)c2cccc3nsnc23)cc1OCC | -2.5% | 11.8% | 9.0% | -12.2% | -0.5% | -4.8% | -8.0% | 6.6%
CCOc1ccc(C(C)NC(=O)CCC(=O)O)cc1 (stereo unspecified) | 2.7% | 4.7% | 3.2% | 8.1% | 8.5% | 5.4% | 5.5% | 9.4%
CSc1ccc(-c2nc(CSCC(=O)N3CCOCC3)c(C)o2)cc1 | 1.8% | 3.9% | ? | -9.2% | 1.2% | -3.0% | -17.9% | -9.0%
CC/C(=N/Nc1ccccc1)c1cnnc(-c2ccccc2)n1 | 2.3% | -2.9% | 10µM* | -0.1% | 7.2% | -27.1% | ? | -22.8%
CS(=O)(=O)Nc1ccc(C(=O)NCc2cccnc2)cc1 | 1.1% | -2.3% | 20.2% | 8.8% | 1.0% | -4.3% | 3.4% | .
Cc1c(NC(=O)c2cnn3c2NC(c2ccc(Br)cc2)CC3C(F)(F)F)c(=O)n(-c2ccccc2)n1C (stereo unspecified) | -0.3% | 4.1% | -0.3% | 0.9% | -0.4% | 8.7% | -7.3% | -0.1%
Cc1ccccc1NC(=O)Nc1cccs1 | 1.5%&2.4% | 5.3%&8.9% | ? | -28.8%&-13.6% | 11.6% | 6.8%&-1.3% | ? | ?
COc1ccc(OC)c(CNC(=O)c2cnc(N(C)C)nc2)c1 | -0.5% | 7.1% | . | 1.7% | . | -4.8% | 4.7% | .
Nn1c(Nc2ccccc2)nc2ccccc21 | 4.1% | 9.2% | 10.3% | -4.7% | 0.2% | 0.8% | -14.3% | 5.4%

A draw from above in order of molar mass, largest number first.
SMILES | TexasRed fluor | Tau FP inhib | ALDH1A1 block | Tau fluor counter | GLA spleen mod | TRb-SRC2 inh | Tau fibril ThT | L3MBTL1 block
CSc1ccc(-c2nc(CSCC(=O)N3CCOCC3)c(C)o2)cc1 | 1.8% | 3.9% | ? | -9.2% | 1.2% | -3.0% | -17.9% | -9.0%
CC(c1ccccc1F)n1cc(C(=O)NCc2ccncc2)nn1 (stereo unspecified) | -0.2% | 4.9% | 0.1% | 0.9% | -12.9% | -10.0% | -0.8% | .
CC/C(=N/Nc1ccccc1)c1cnnc(-c2ccccc2)n1 | 2.3% | -2.9% | 10µM* | -0.1% | 7.2% | -27.1% | ? | -22.8%
Cc1ccccc1NC(=O)Nc1cccs1 | 1.5%&2.4% | 5.3%&8.9% | ? | -28.8%&-13.6% | 11.6% | 6.8%&-1.3% | ? | ?

Continued.
SMILES | TexasRed fluor | Tau FP inhib | ALDH1A1 block | Tau fluor counter | GLA spleen mod | TRb-SRC2 inh | Tau fibril ThT | L3MBTL1 block
COc1ccccc1OCc1nc(C#N)c(N2CC(C)CC(C)C2)o1 (stereo unspecified) | 1.1% | 3.6% | -1.6% | -16.3% | 5.8% | 3.9% | -12.1% | .
Cn1cc(CNC(=O)CC2C(=O)NCCN2CC(C)(C)C)cn1 (stereo unspecified) | -6.1% | 2.1% | ? | -1.9% | -1.8% | -3.5% | -13.6% | 3.9%
Cc1ccccc1Oc1cc(NC(=O)Cn2cnc([N+](=O)[O-])c2)cc([N+](=O)[O-])c1 | -4.1% | ? | ? | 12.6µM*[quencher] | -1.3% | 5.3% | ? | -11.4%
O=C(Nc1cccc2c1CCCC2)c1ccc(Br)o1 | 1.7% | 2.7% | -4.6% | -8.8% | -3.0% | -3.5% | -17.1% | .
OCCNc1c2ccccc2nc2ccccc12 | -1.3% | -8.6% | ? | -19.2% | ? | -9.1% | -15.9% | -1.5%
c1ccc(COc2ccc(OCCCn3cncn3)cc2)cc1 | -1.5% | 3.6% | -2.5% | -8.2% | -0.5% | 10.3% | ? | 22.2%[11.4 µM]
O=C(Nc1nccs1)C1(c2ccc(Cl)cc2)CC1 | -0.2% | -4.9% | 11.2% | -5.2% | -5.3% | -7.1% | -8.6% | ?
Cc1cc(C)cc(NC(=O)C2CCN(c3nc4ccccc4nc3C(F)(F)F)CC2)c1 | -0.4% | -3.3% | . | -6.3% | . | 3.8% | 5.5% | .
CC1CCCN(c2c([N+](=O)[O-])cc(C(=O)O)cc2[N+](=O)[O-])C1 (stereo unspecified) | -5.3% | 2.4% | ? | -10.5% | 1.2% | -4.7% | -14.2% | .
CCOC(=O)c1c(C)n(CCNC(C)=O)c2ccc(OC)cc12 | -2.4% | 8.8% | 4.7% | -2.9% | 3.3% | -3.5% | 1.6% | .
Nc1ccc(SCC(=O)Nc2cccc([N+](=O)[O-])c2)cc1 | -5.2% | 5.9% | -3.1% | -4.3% | 3.6% | 3.6% | -3.0% | -12.3%
CC1=C(C(=O)Nc2ccccc2C)C(c2ccc(C)o2)C2=C(CCCC2=O)N1 (stereo unspecified) | -1.7% | 0.7% | -7.0% | -3.5% | -3.6% | 0.1% | -6.9% | .
CCOC(=O)Cn1nnc(-c2ccc([N+](=O)[O-])cc2)n1 | -1.6% | -2.5% | -9.5% | -13.3% | -0.1% | -2.5% | -25.5% | -10.1%
COC(=O)[C@H](CCSC)NC(=O)Nc1cccc(Br)c1 | -3.2% | -6.5% | -6.1% | -8.1% | -2.1% | -4.4% | -5.6% | -5.1%
COn1c(SC2CCCCC2)nc2ccccc2c1=O | -3.0% | -6.9% | 31.6µM* | -12.8% | 0.8% | 0.5% | ? | 2.8%
CCN1CCN(c2cc(C)c3cc(NC(=S)N4CCCC(C)C4)ccc3n2)CC1 (stereo unspecified) | -0.2% | 5.8% | ? | -29.3% | 11.2% | 0.3% | ? | .
CC(OCC(O)CNCC1COc2ccccc2O1)c1ccc(Cl)cc1 (stereo unspecified) | -2.7% | 1.6% | -1.3% | -2.0% | 3.5% | -4.3% | -0.6% | 22.3%
Cc1cc(C)c2cc(C)c3nnc(SCC(=O)NCc4ccc5c(c4)OCO5)n3c2c1 | 2.5% | 0.3% | -3.5% | -9.1% | -4.9% | -5.4% | ? | 1.3%
Cc1[nH]nc2c1C(c1cnn(C)c1)C(C#N)=C(N)O2 (stereo unspecified) | -3.1% | -20.6% | 1.2% | -9.0% | 1.2% | 6.1% | -10.0% | -4.1%
CCCSc1ncnc2c1oc1ccccc12 | -4.1% | -5.4% | ? | -5.3% | 0.7% | -0.7% | -6.4% | 6.9%
O=C(CSc1nc2c(cnn2-c2ccc(F)cc2)c(=O)[nH]1)Nc1ccc(Br)cc1 | -3.1% | -8.7% | . | -11.2% | . | 4.5% | 7.2% | .
COc1ccc(NC(=O)NCc2ccccc2F)cc1OC | -1.3% | 5.4% | 0.7% | -6.9% | 0.9% | 0.2% | -9.3% | -0.7%
COC(=O)c1ccc(CSc2nc3ccncc3n2Cc2ccc(F)cc2)cc1 | 5.3% | -12.4% | . | -0.7% | . | 9.0% | -13.4% | .
CCOC(=O)N1CCc2c(sc3c2c(=O)n(CCc2ccccc2)c(=O)n3Cc2cc(C)ccc2C)C1 | 0.3% | -3.6% | . | -0.6% | . | 0.7% | -6.8% | .
O=C(Nc1ccc(Cl)cc1)N[C@@H]1c2c(ccc3ccccc23)OC[C@@H]1CO | 0.0% | 31.6µM* | 6.7% | ? | 8.1% | 0.5% | 8.5% | -2.4%
CCOC(=O)C(O)(NC(=O)c1cccnc1)C(F)(F)F (stereo unspecified) | -5.6% | 2.3% | 1.2% | -2.5% | -5.1% | -6.5% | 0.4% | .
CC1(/[N+]([O-])=C\c2ccccc2F)CCCCC1=O (stereo unspecified) | -1.0% | 9.7% | . | 2.0% | -12.9% | 5.6% | 1.3% | 1.8%
O=c1nc(SCc2c(F)cccc2Cl)nc(-c2ccc(Cl)cc2)[nH]1 | -4.8% | -6.8% | . | -1.7% | 6.1% | -4.9% | . | .
Cc1cc(C(=O)Nc2c(C)nn(Cc3ccc(F)cc3)c2C)no1 | 4.7% | -1.9% | . | -10.8% | . | -5.3% | -7.8% | .
CC(C)Cc1nn2c(=O)cc(COC(=O)c3ccc4c(c3)OCO4)nc2s1 | -16.2% | 1.9% | . | -2.3% | . | 0.4% | -2.7% | .
CCOC(=O)C1CCN(C(=O)c2cc3ccc4cccnc4c3[nH]2)CC1 | 2.5% | 1.7% | . | -6.4% | . | -3.0% | -16.3% | .
CN(C1CCCCC1)S(=O)(=O)c1ccc(S(=O)(=O)N(CC(=O)Nc2ccccc2)C2CC2)cc1 | -0.6% | -16.0% | . | -31.7% | 3.7% | 6.4% | . | .
COc1ccc([N+](=O)[O-])cc1NC(=O)Cc1noc2ccccc12 | -1.7% | -14.6% | 15.3% | -11.0% | -0.7% | -0.7% | -4.8% | .
Cc1ccc(SCCOCCN2CC(C)OC(C)C2)cc1 (stereo unspecified) | -2.4% | -7.3% | . | -19.2% | -14.6% | 2.0% | . | .
O=C(NCc1ccccn1)C1CC(c2ccccc2O)=NO1 (stereo unspecified) | 1.6% | -3.4% | 1.8% | -8.7% | 0.5% | 4.4% | -11.3% | 11.0%
COC(=O)c1ccc2c(c1)nc(C)n2CCO | 10.4% | -1.8% | 11.6% | -13.7% | -11.8% | -10.7% | -20.9% | -5.1%
Cc1onc(-c2ccccc2)c1C(=O)Nc1nc(-c2cc(F)ccc2F)cs1 | -1.3% | -3.0% | 14.3% | -3.1% | 8.8% | -5.7% | -4.3% | 3.4%
COc1cccc(/C=C/C(=O)Nc2ccc(OC)nc2)c1 | -1.2% | ? | ? | -19.6% | -6.1% | -7.6% | -13.8% | -2.2%
C=C(C)C1CC=C(C)/C(=N\NC(=O)CCc2ccccc2)C1 (stereo unspecified) | -0.7% | 2.8% | 1.4% | 1.6% | 5.0% | 1.1% | -1.7% | 4.9%
